# Source: PubChem BioAssay (several laboratories)
# Rpn11 block = inhibitors of human proteasome Rpn11. human 26S proteasome, Ub4-pepOG fluorescence polarization; 20S core pre-blocked with epoxomicin. calls only at 20 µM. O00487. actives 0.59% (n = 360,000);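 active = inhibition at 20 µM, scaled to each plate's controls, above about 33%, limit read from the data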
# Target sequence (O00487 whole entry, looked up): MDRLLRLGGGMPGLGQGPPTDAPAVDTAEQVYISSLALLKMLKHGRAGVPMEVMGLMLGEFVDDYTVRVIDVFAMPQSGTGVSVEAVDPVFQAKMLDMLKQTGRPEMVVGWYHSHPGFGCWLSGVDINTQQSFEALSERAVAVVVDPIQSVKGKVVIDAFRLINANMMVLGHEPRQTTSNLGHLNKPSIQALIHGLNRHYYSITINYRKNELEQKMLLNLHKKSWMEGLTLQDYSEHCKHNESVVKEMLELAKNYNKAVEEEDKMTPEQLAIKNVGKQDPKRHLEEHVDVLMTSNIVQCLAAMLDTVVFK
# MsrA inhibitor = inhibitors of bovine MsrA; purified bovine MsrA, absorbance read-out; inhibition, % at 15.5 µM; actives 0.75% (n = 360,000); in the data active = inhibition above about 4.5%;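 also: 0% = vehicle wells with enzyme and 100% = reference inhibitor wells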
# bovine MsrA act = bovine methionine sulfoxide reductase A activation. activation, % at 10.6 µM. AID 602163. purified bovine MsrA, absorbance read-out. actives 0.3% (n = 360,000); in the data active = activation above about 7.5%;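 also: 0% = vehicle and 100% = reference activator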
# CSN inh = inhibitors of human CSN-mediated cullin deneddylation | inhibition, % at 12.5 µM | Purified CSN, SCF-Nedd8-OG deneddylation, fluorescence polarization | Q92905 | actives 0.38% (n = 360,000) | AID 651999;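 active = pattern-corrected inhibition above about 35%, with an unprinted fluorescence ratio check between 0.5 and 1.5, limit read from the data, passing the limit was not always enough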;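 also: 0% = enzyme with substrate and 100% = substrate without enzyme; some results filed as inactive read as strong as hits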
#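 Assay system: purified human Csn5 enzyme expressed in HEK293T cells; measure: % inhibition; also added: SCFSkp2-Nedd8OG substrate at 10 nM final; technique: fluorescence polarization; times: reaction 90 min, room temperature; medium: Tris buffer pH 7.5, NaCl, DTT, Tween-20, trehalose, ovalbumin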
# Rin1 Abl inh = human Rin1-Abl interaction inhibition; TR-FRET Rin1/Abl binding, biochemical; inhibition, % at 7.35 µM; actives 0.4% (n = 360,000); AID 588664; in the data active = inhibition above about 5%, passing the limit was not always enough
# MLLE-PAM2 inh = blocks PAM2 peptide binding to the PABP1 MLLE domain; P11940; GST-MLLE / FITC-PAM2 fluorescence polarization; inhibition, % at 20 µM; actives 0.36% (n = 360,000); AID 588489; in the data active = inhibition above about 35%, passing the limit was not always enough;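 also: plate controls were DMSO wells with GST-MLLE for no effect and wells lacking GST-MLLE protein for full effect; some results filed as inactive read as strong as hits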
# Target sequence (P11940 whole entry, looked up, the tested form may be a part): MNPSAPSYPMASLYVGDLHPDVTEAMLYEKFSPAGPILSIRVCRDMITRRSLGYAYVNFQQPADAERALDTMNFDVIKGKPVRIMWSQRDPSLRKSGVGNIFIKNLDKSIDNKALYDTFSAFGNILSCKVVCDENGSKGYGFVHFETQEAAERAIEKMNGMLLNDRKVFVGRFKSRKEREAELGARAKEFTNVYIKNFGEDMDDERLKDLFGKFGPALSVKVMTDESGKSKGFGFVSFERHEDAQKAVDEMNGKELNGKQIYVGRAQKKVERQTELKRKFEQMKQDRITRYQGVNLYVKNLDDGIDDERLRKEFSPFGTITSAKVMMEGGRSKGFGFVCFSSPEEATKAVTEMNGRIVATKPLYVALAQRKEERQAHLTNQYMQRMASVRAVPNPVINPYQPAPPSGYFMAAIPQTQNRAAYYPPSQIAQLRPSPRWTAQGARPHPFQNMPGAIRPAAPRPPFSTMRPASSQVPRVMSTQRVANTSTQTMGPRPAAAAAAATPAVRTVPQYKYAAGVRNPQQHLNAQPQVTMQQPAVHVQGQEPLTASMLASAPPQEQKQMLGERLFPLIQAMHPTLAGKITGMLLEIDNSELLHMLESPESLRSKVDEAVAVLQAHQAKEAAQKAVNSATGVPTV
# E coli Lon inh = inhibitors of E. coli Lon protease; inhibition, % at 7.94 µM; purified E. coli Lon protease, fluorescence polarization; P0A9M0; actives 0.42% (n = 360,000); AID 602123; in the data active = inhibition above about 13%, passing the limit was not always enough;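 also: 0% = enzyme with probe and DMSO and 100% = no enzyme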
# MT1-MMP act inh = inhibitors of human MT1-MMP activation; P50281; HT1080 RFP-PRO-GFP cells, GFP/RFP ratio fluorescence, overnight; percent of plate control window, DMSO zero; GFP/RFP ratio change, % at 20 µM; actives 0.061% (n = 360,000); AID 651647;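 active = GFP/RFP ratio change of at least 30% with cell ATP level not reduced by more than half and red fluorescence within 50% of control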; also: strong numbers were not always called active
#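 system = RFP-PRO-GFP reporter HT1080 cells | dosing = 20 µM single dose, 1% DMSO | timing = overnight cell settling, then overnight compound exposure, 37 °C, 5% CO2 | read-out basis = GFP/RFP fluorescence ratio | controls = DMSO and RFP-L50D-GFP cell wells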
# FAS-TE inh = inhibitors of human fatty acid synthase thioesterase domain | inhibition, % at 15 µM | P49327 | recombinant FAS-TE, OMFH fluorogenic substrate, fluorescence endpoint | actives 0.67% (n = 360,000) | AID 602261;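 active = compounds whose normalised, plate-corrected inhibition of enzyme fluorescence in the single-dose primary screen is 50% or more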;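 also: 0% = DMSO with enzyme and 100% = substrate without enzyme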
# The depositor's hits bear a star; i = inactive; . = no result given. Compounds were not picked by outcome; overall some 3.7% were active at least once.
SMILES,Rpn11 block,MsrA inhibitor,bovine MsrA act,CSN inh,Rin1 Abl inh,MLLE-PAM2 inh,E coli Lon inh,MT1-MMP act inh,FAS-TE inh
COc1ccc(S(=O)(=O)Nc2ccc(Cc3ccncc3)cc2)cc1C,i,.,-3.0,3.6,-0.8,-11.5,-3.8,-5.6,9.2
Cn1cc(/C=C2\SC(=S)N(NC(=O)c3ccccc3Cl)C2=O)c2ccccc21,i,1.7,-5.3,25.3,-6.4,-125.1,i,-169.9,-23.6
CCCn1c2ccccc2c2cnn(CC(=O)NC3CCC(C)CC3)c(=O)c21 (stereo not given),i,1.0,-2.1,0.7,1.1,1.8,-0.8,-0.4,-4.2
C/C(=C\C(=O)c1ccccc1)Nc1cccc(O)c1,i,-1.1,-3.7,-6.2,5.0,26.9,8.8,-24.7,-1.9
CCOCCCNC(=O)C(NC(=O)c1ccccc1O)c1ccc(C)cc1 (stereo not given),i,0.3,-8.1,0.7,3.2,12.5,-13.8,-5.1,-6.5
CCN(CC)C(=O)C1=C(C)N(CCCN2CCCC2=O)C(=O)C(CC(=O)NC2CCCC2)C1 (stereo not given),i,0.4,-5.7,5.4,0.4,-5.8,-4.5,1.7,-11.1
NC(=O)c1c(NC(=O)C2COc3ccccc3O2)sc2c1CCN(Cc1ccccc1)C2 (stereo not given),.,-0.6,-2.5,28.9,-4.2,-44.3,-306.2,-112.2,-18.1
COc1ccc(NC(=O)c2sccc2C)cn1,i,0.0,-7.8,-6.6,4.4,-5.9,-10.4,2.2,-2.6
CCOC(=O)Cc1cnc(NC(=O)CSc2nc(C)cc(C)n2)s1,i,2.3,-4.1,1.1,-1.1,-8.6,2.6,1.5,-4.0
COc1ccc(OC)c(C(C(=O)NC2CCCCC2)N(C(=O)c2snc(C(N)=O)c2N)c2ccccc2OC)c1 (stereo not given),i,0.1,-10.6,-2.8,1.2,8.2,3.6,1.7,-1.6
O=S(=O)(c1cccs1)N1CCC(Cc2ccccc2)CC1,i,0.4,-3.9,5.5,-1.8,0.8,3.8,-5.4,23.3
O=C(CC1COc2ccccc2O1)NCCc1ccccc1 (stereo not given),i,0.3,-1.1,3.5,2.3,4.1,-2.7,0.5,-2.7
COc1ccccc1N(CC(=O)NCCc1ccccc1)C(=O)CCC(=O)Nc1nccs1,i,0.5,4.7,-4.0,-1.3,-6.5,12.1,3.7,3.2
COc1ccc(-c2cc(C(F)(F)F)nc(SCC(=O)NCc3cccs3)n2)cc1OC,i,0.8,-5.0,-3.5,-0.4,-0.7,-4.3,2.8,7.3
Cc1ccc(NC(=O)CCNC(=O)c2ccccc2)cc1F,i,2.6,-2.1,-2.3,0.7,-1.9,-4.8,2.1,-1.6
Cc1ccc(/C=N\n2c(-c3ccccc3)n[nH]c2=S)s1,i,1.0,7.5,-6.2,-1.1,-26.0,-8.3,3.0,-1.5
O=C(Nc1ccc2nn(-c3ccccc3)nc2c1)c1ccc2c(c1)OCCO2,i,3.4,-2.8,0.5,-0.6,7.0,0.6,8.7,14.8
COCc1cc(=O)[nH]c(/N=C(\N)Nc2ccccc2C)n1,i,0.9,-1.0,-2.0,-1.6,10.4,5.4,-1.7,-3.2
CN(C(=O)c1cccc(C#N)c1)c1nnc(C2CCCO2)s1 (stereo not given),i,-0.8,-4.3,-0.3,3.5,-7.2,1.6,-3.3,-7.8
N/C(=N\OC(=O)CCc1ccccc1)c1cccc(Br)c1,i,1.4,-1.7,-1.4,-1.2,12.5,-2.4,0.6,12.7

# As entered above.
# Entry of O=C(Nc1ccc2nn(-c3ccccc3)nc2c1)c1ccc2c(c1)OCCO2 under MLLE-PAM2 inh: 7.0
# Entry of CCCn1c2ccccc2c2cnn(CC(=O)NC3CCC(C)CC3)c(=O)c21 (stereo not given) under Rin1 Abl inh: 1.1
# Entry of Cc1ccc(NC(=O)CCNC(=O)c2ccccc2)cc1F under Rin1 Abl inh: 0.7
# Entry of COc1ccc(-c2cc(C(F)(F)F)nc(SCC(=O)NCc3cccs3)n2)cc1OC under FAS-TE inh: 7.3
# Entry of COc1ccc(NC(=O)c2sccc2C)cn1 under MT1-MMP act inh: 2.2

# Carrying on:
SMILES,Rpn11 block,MsrA inhibitor,bovine MsrA act,CSN inh,Rin1 Abl inh,MLLE-PAM2 inh,E coli Lon inh,MT1-MMP act inh,FAS-TE inh
CC[C@]12c3[nH]c4ccc(OC)cc4c3CCN1C(=O)C(CC(=O)NCC13CC4CC(CC(C4)C1)C3)C[C@@H]2C(=O)N1CCN(C(=O)C2CC2)CC1 (stereo not given in full),i,0.7,-0.5,6.9,19.4*,2.8,2.2,-1.8,1.6
Cc1nn(-c2ccccc2)c(Cl)c1/C=N/N1CCN(c2ccccn2)CC1,i,0.1,-5.4,-1.2,0.1,8.7,-3.1,3.2,8.7
N#CC1=C(N)N(c2ccccc2)C(c2ccco2)C1(C#N)C#N (stereo not given),i,0.8,0.5,-0.1,1.9,4.3,2.6,2.5,-1.1
CC1CCc2c(sc(NC(=O)C3CCCO3)c2C#N)C1 (stereo not given),i,0.3,-8.2,2.0,3.3,1.4,-0.4,-2.2,5.7
COc1cc2sc3ccc(C#CC4(O)CCCCC4)cc3c(=O)c2cc1OC,i,-0.4,-1.1,-1.9,0.6,-15.2,-5.2,9.3,29.0
O=C(COc1cccc2ccccc12)NCc1cccnc1,i,1.0,-0.5,3.2,2.0,1.6,6.8,-0.2,-3.2
CC1(C(=O)NS(=O)(=O)c2ccc(Cl)cc2)CCN1C(=O)c1ccccc1 (stereo not given),i,-0.8,-3.3,-4.5,3.3,6.3,-5.1,-0.9,-7.3
CCOc1ccccc1NC(=O)COC(=O)C12CC3CC(CC(O)(C3)C1)C2,i,-0.2,-2.4,-1.4,3.2,0.5,9.6,2.6,-6.1
CC1(C(=O)Nc2ccc3c(c2)OCO3)CCN1C(=O)c1ccco1 (stereo not given),i,-1.0,-0.2,1.0,-1.0,6.4,4.2,0.4,-6.0
Cc1ccc2c(=O)[nH]c(Nc3nc(C)cc(-c4ccccc4)n3)nc2c1,i,-0.1,0.9,7.0,-4.4,-5.7,-1.3,3.5,-1.9
COc1ccc2c(c1)CC/C(=C/c1ccccn1)C2=O,i,2.5,-6.6,1.0,-0.8,-16.9,5.9,-6.0,-3.8
O=C(Nc1ccccc1-c1nnc(SCc2ccc(Cl)cc2Cl)o1)c1ccccc1,i,0.7,-5.5,-12.3,-14.8,-56.3,2.7,-3.8,29.2
Cc1ccc(S(=O)(=O)NC(c2ccccc2)C(C)C(=O)n2nc(C)cc2C)cc1 (stereo not given),i,-0.2,8.1*,2.8,2.2,9.3,-6.1,-3.8,14.2
COc1cccc(-c2cc(C(F)(F)F)nc(-n3cc(Cl)cn3)n2)c1,i,0.5,-13.5,-1.2,2.1,1.8,-7.9,-0.1,12.6
Cc1cccc(NC(=O)CSCC(=O)Nc2cc(S(=O)(=O)N3CCOCC3)ccc2N2CCCC2)c1,i,0.1,-4.4,-2.0,2.7,-2.4,2.4,-1.2,-0.2
CC(=O)NC(NC(=S)Nc1ccc(C)cc1C)C(Cl)(Cl)Cl (stereo not given),i,0.1,-3.5,-4.2,-3.0,4.8,1.3,-3.6,-6.7
O=C(CN1C(=O)NC2(CCCC2)C1=O)Nc1ccccc1N1CCCCC1,i,-0.2,-0.8,-1.8,0.7,1.2,3.0,-1.8,-4.4
O=C(COC(=O)c1ccco1)c1ccc2ccccc2c1,i,-1.5,-1.4,1.5,-2.6,-2.2,-12.6,-0.3,14.5
O=C(CCCC(=O)N(CC(=O)NC1CCCCC1)Cc1ccco1)Nc1ccccn1,i,0.0,2.0,-2.5,0.1,-3.6,-7.3,1.2,-3.2
CCn1c2ccccc2c2cc(NC(=O)c3cc(OC)cc(OC)c3)ccc21,i,-1.4,-6.1,0.9,-1.0,-7.5,-3.0,18.0,33.7
CCN(CC)CCNC(=O)c1nn(-c2ccc(Cl)cc2)c2c1CCc1cc(OC)ccc1-2,i,-1.3,1.3,-0.4,2.5,-8.7,9.8,5.6,17.3
O=C1CC(c2ccccc2)=NN1c1ccccc1,i,0.7,-10.2,-1.4,4.2,9.1,12.1,10.9,-6.2
COc1ccccc1NC(=O)c1ccc2c(c1)N(CC#N)C(=O)C(C)(C)O2,i,-0.4,-0.4,1.2,3.1,7.0,5.3,1.3,-0.4
O=C(CN1CCCCC1)NC1CCc2cc3c(cc21)CCC3 (stereo not given),i,0.5,-9.7,1.1,0.7,8.9,13.5,14.5,-2.8
CN(Cc1ccco1)C(=O)Cn1cc(S(=O)(=O)N2CCCC2)c(S(=O)(=O)N2CCCC2)c1,i,0.2,-6.0,-1.7,2.3,8.3,13.9,-1.4,-9.9
OCCN1CCN(c2cc(-c3ccccc3)c3ccccc3n2)CC1,i,0.1,-2.0,-0.4,-0.8,-7.2,-14.2,-2.4,-6.5
COc1cc2ccnc(Cc3cccc(OC)c3OC)c2cc1OC,i,0.3,-9.7,2.8,-1.3,-8.8,-0.9,6.8,-7.9
Oc1ccc(-c2csc(Nc3cccnc3)n2)cc1,i,-0.1,-7.6,3.7,-6.3,-2.6,-1.6,-0.4,-0.5
Cc1ccc(NC(=O)c2ccc(NC(=O)c3ccccc3)cc2)cc1C,i,2.0,-6.3,-2.0,0.8,-13.7,1.6,5.7,3.7
N#Cc1c(C(F)(F)F)cc(C2CC2)nc1N1CCCC1,i,0.4,-9.9,2.0,-1.3,9.3,2.3,-2.2,14.5
COc1ccc(CN(C(=O)CSc2nnc(-c3ccccc3F)o2)c2ccc(F)cc2)cc1,i,.,-3.0,4.8,-0.6,-1.3,-4.7,-4.0,41.2
Cc1cc(C)n(C(=O)CN2C(=O)COc3ccccc32)n1,i,0.1,-4.1,-0.2,-1.1,6.1,-0.9,4.8,-7.0
Cc1cc(C)cc(CC2CC(=O)N(c3cc(C)ccc3C)C2=O)c1 (stereo not given),i,-1.3,-1.6,-1.8,-0.9,-7.3,-19.5,-2.9,4.4
COc1ccc2[nH]cc(CCNC(=S)NC3CCCC3)c2c1,i,-1.6,-6.0,-4.1,-2.9,-70.5,-5.5,4.8,-1.9
COc1ccc2c(C)cc(SCC(=O)c3ccc4c(c3)OCO4)nc2c1,i,0.5,-3.7,-5.6,-0.5,-6.4,-7.3,-3.9,17.8
O=C(Nn1cnnc1)c1ccc(F)cc1,i,-0.2,-4.3,0.5,0.9,-1.8,9.0,1.6,-6.1
CCNC(=O)NCc1c(C)c(C)n(Cc2ccccc2)c1-n1cccc1,i,2.1,-15.6,-2.3,1.1,8.3,0.3,0.2,3.0
CC(C)C(=O)Nc1c2c(nn1-c1ccc(F)cc1)CS(=O)(=O)C2,i,0.4,-8.0,0.3,-0.4,-33.8,0.4,1.2,-0.1
CCN=C1S/C(=C\c2cc(Cl)c(OC)c(OC)c2)C(=O)N1CC,i,0.2,-4.1,0.8,-0.7,-14.8,1.2,6.7,1.8

# 3 of the entries above in order of their number in MLLE-PAM2 inh, rising.
mol | Rpn11 block | MsrA inhibitor | bovine MsrA act | CSN inh | Rin1 Abl inh | MLLE-PAM2 inh | E coli Lon inh | MT1-MMP act inh
OCCN1CCN(c2cc(-c3ccccc3)c3ccccc3n2)CC1 | i | 0.1 | -2.0 | -0.4 | -0.8 | -7.2 | -14.2 | -2.4
Cc1cc(C)n(C(=O)CN2C(=O)COc3ccccc32)n1 | i | 0.1 | -4.1 | -0.2 | -1.1 | 6.1 | -0.9 | 4.8
CN(Cc1ccco1)C(=O)Cn1cc(S(=O)(=O)N2CCCC2)c(S(=O)(=O)N2CCCC2)c1 | i | 0.2 | -6.0 | -1.7 | 2.3 | 8.3 | 13.9 | -1.4
